# Wnt bcat act: activates Wnt/beta-catenin signaling in a reporter cell assay | AID 743398 | activation, % at 9.35 µM | 300,000 tested, 1.2% active | activator, plate reader; in the data active = activation above about 30%, passing the limit was not always enough;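 note: 0% = neutral control wells and 100% = positive control wells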
# Rtt109 Vps75: blocks Candida albicans Rtt109/Vps75 acetyltransferase activity; purified Rtt109/Vps75, ThioGlo CoA-SH fluorescence, 4 h; AID 540336; inhibition, % at 34.9 µM; 330,000 tested, 0.16% active; Q5AAJ8;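 active = inhibition of at least 50% in every replicate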
# Target sequence (Q5AAJ8 whole entry, looked up): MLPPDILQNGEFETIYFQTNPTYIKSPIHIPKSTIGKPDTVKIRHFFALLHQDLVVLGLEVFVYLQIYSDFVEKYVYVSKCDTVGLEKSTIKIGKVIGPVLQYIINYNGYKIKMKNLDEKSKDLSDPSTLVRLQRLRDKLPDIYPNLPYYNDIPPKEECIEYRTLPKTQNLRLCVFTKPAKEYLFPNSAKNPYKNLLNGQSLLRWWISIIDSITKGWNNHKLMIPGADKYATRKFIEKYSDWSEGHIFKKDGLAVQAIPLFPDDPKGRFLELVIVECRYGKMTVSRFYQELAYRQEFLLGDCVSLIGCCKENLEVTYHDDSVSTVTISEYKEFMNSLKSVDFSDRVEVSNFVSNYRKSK
# PvdQ inh: P. aeruginosa PvdQ acylase inhibition | AID 488965 | inhibition, % at 10 µM | purified PvdQ acylase, fluorescence plate reader | 340,000 tested, 0.063% active; in the data active = inhibition above about 30%, passing the limit was not always enough;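 note: 0% = vehicle neutral wells and 100% = reference inhibitor wells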
# CAL PDZ inh: blocks peptide binding to human CAL PDZ domain; purified CAL PDZ, TMR-peptide fluorescence polarization, 1 h; inhibition, % at 20 µM; 330,000 tested, 0.02% active; AID 504414;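 active = highest replicate inhibition of at least 40%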;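 note: plate controls were DMSO neutral control wells for no effect and unlabeled competitor peptide control wells for full effect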
#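 Material: tagged CAL PDZ protein CerCALP, purified; buffer or medium: sodium phosphate/NaCl buffer pH 7.4 with TCEP, IgG, Thesit; also added: fluorescent TMR peptide probe; schedule: 1 h incubation at room temperature before polarization reading; technique: fluorescence polarization from S- and P-plane intensities, G-factor corrected; control set: unlabelled peptide and DMSO controls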
# Tat export inh: E. coli Tat transport inhibition. inhibition, % at 10 µM. 340,000 tested, 0.036% active. AID 488895. E. coli MC4100 TorA-mCherry Tat export, fluorescence;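 active = mean replicate inhibition at least 50% and at least half of replicates individually reaching 50%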;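 note: exported cargo escapes ClpAP degradation while cytoplasmic cargo is degraded and loses fluorescence; 0% = median of neutral control wells and 100% = median of NaSCN control wells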
# PfHsp90 set2: growth inhibition of yeast expressing Plasmodium Hsp90 | S. cerevisiae expressing PfHsp90, BacTiter-Glo ATP, 48 h; yeast lacking PDR1 and PDR3 efflux regulators | inhibition, % at 9.4 µM | 310,000 tested, 0.32% active | AID 504621;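 active = every replicate shows inhibition above about 80%, whatever the replicate mean, limit read from the data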;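 note: 0% = DMSO neutral controls and 100% = 20 µM radicicol positive controls; yeast relying on Plasmodium falciparum Hsp90 in place of its own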
# AddAB inh: less growth of phage-infected E. coli with AddAB; inhibition, % at 11.9 µM; E. coli expressing H. pylori AddAB, absorbance growth; 330,000 tested, 0.29% active; in the data active = inhibition above about 12%;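 note: 0% = vehicle wells of infected cells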
# phage Ecoli inh: E. coli growth loss with phage present | growth absorbance | inhibition, % at 11.9 µM | 360,000 tested, 0.26% active; in the data active = inhibition above about 11%
# E coli growth: reduces bacterial viability in AddAB counter-screen | E. coli V3065 growth, OD600 absorbance, 18 h | inhibition, % at 11.9 µM | 330,000 tested, 0.27% active | AID 449728;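 active = inhibition above the campaign's mean inhibition across all tested compounds plus 3 SD, cut at about 9.9% in these data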;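 note: uninfected addAB+ strain grown without phage in ampicillin broth; 0% = DMSO wells and 100% = ciprofloxacin 0.95 µg/ml wells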
# DAGLB inhibitor: diacylglycerol lipase beta (human) inhibition; 340,000 tested, 0.059% active; inhibition, % at 5.17 µM; Q8NCG7; HEK293T DAGLB membrane lysate, EnzChek fluorogenic substrate; AID 504411; in the data active = inhibition above about 34%;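 note: 0% = enzyme with vehicle and 100% = wells lacking enzyme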
# Target sequence (Q8NCG7 whole entry, looked up): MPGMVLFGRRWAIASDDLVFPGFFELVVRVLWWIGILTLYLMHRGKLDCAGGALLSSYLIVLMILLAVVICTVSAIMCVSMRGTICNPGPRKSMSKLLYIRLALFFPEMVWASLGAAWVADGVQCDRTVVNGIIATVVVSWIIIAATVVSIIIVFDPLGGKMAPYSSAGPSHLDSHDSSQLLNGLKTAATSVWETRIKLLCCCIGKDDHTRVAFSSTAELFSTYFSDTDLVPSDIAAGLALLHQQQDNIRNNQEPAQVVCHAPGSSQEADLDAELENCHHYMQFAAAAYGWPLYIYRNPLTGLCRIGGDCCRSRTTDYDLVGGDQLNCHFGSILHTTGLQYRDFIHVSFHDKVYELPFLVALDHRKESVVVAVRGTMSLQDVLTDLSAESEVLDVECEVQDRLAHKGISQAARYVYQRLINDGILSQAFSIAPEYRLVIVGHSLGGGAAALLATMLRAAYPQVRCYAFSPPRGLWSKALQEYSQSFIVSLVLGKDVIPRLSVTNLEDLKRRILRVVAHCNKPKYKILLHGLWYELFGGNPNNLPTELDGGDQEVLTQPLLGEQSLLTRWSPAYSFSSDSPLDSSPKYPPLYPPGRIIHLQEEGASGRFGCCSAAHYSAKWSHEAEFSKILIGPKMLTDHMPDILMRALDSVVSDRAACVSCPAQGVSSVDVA
# Numbers without * were called inactive; x = no result given; & = joins results of further samples.
# Screens in order: Wnt bcat act	Rtt109 Vps75	PvdQ inh	CAL PDZ inh	Tat export inh	PfHsp90 set2	AddAB inh	phage Ecoli inh	E coli growth	DAGLB inhibitor
1) Cc1cccc(N2CCN(CCCNC(=O)C3CCCN(c4ncnc5c4nc4n5CCCCC4)C3)CC2C)c1 (stereo unspecified)
  -3	35	1	-1.1	-1	3	-0.6	1.1	-1.8	0
2) O=C(NCCc1c[nH]c2ccccc12)C1Cc2ccccc2CN1C(=O)c1ccco1 (stereo unspecified)
  2	2	2	-0.8	-3	-16	1.5	0.9	-2.2	2
3) CCc1nc(SCC(=O)Nc2ccccc2)c2c(=O)n(C)c(=O)n(C)c2n1
  -1	-6	0	0.2	-2	14	-1.3	2.0	1.7	3
4) CCN1C[C@@H]2[C@@H]3C(=O)N(Cc4ccccc4)C(=O)[C@@H]3[C@](Cc3ccccc3)(C1=O)N2C(=O)c1ccc(C)cc1
  -2	11	-12	-0.9	-37	17	x	2.2	x	0
5) COc1ccc(C(CC(=O)Nc2cc(OC)cc(OC)c2)n2cccc2)cc1 (stereo unspecified)
  -1	4	-9	-0.5	1	19	3.0	1.5	-2.8	-2
6) O=C(c1sc2ccccc2c1Cl)N1CCN(CCc2ccccn2)CC1
  3	19	7	-2.7	4	9	1.8	0.5	-1.3	1
7) CCOc1ccccc1C(=O)NC1CCN(Cc2ccccc2)CC1
  8	7	-11	-1.3	2	-6	0.7	1.8	-0.2	0
8) O=C(COc1ccccc1)Nc1nnc(-c2ccccc2)o1
  2	-13	0	-1.7	-6	-13	2.5	-3.1	-5.7	3
9) COC(=O)c1ccc(OC(=O)CCN2C(=O)C3CCCCC3C2=O)cc1 (stereo unspecified)
  15	-6	-13	0.3	3	20	0.9	1.2	0.2	0
10) O=C(NCCc1ccccc1)C(=O)NCC1CCCN1S(=O)(=O)c1ccccc1 (stereo unspecified)
  -8	2	-9	-1.4	7	x	1.1	0.1	0.7	1
11) C=CCn1nnnc1SCC(=O)Nc1cccc(C(F)(F)F)c1
  -2	-1	15	-1.5	-7	-8	-0.7	1.7	0.4	2
12) CCOc1ccc(N(CC(=O)N2CCN(c3ccccc3)CC2)S(=O)(=O)c2c(C)noc2C)cc1
  8&-2	2	-10	-1.2	10	10	5.6	3.3	0.3	-3
13) COc1cc(CN2CC(C)CC(C)C2)cc([N+](=O)[O-])c1O (stereo unspecified)
  5	0	-6	0.1	-1	-53	1.2	0.6	0.0	1
14) Cc1c(C(=O)Nc2ccc3c(c2)OCCO3)sc2nc(-c3ccccc3)cn12
  26	-1	-12	-4.0	-4	12	3.2	2.7	0.9	-3
15) Cc1cc(C)c(S(=O)(=O)Cc2ccccc2)c(OC(C)C)n1
  -1	0	-1	-1.0	-2	-3	2.1	1.4	-0.2	-2
16) O=C(NCCCCNC(=O)c1ccccc1Br)c1ccccc1Br
  -2	x	x	x	x	x	0.5	1.1	-1.5	x
17) Cn1nc(C(=O)N2CCN(c3ccc([N+](=O)[O-])cc3)CC2)c2c1-c1ccccc1S(=O)(=O)C2
  x	-6	-14	-2.0	3	-30	2.3	x	0.1	0
18) CN(C)c1cccc(C(=O)N(C)C2CCCN(Cc3ccccc3F)C2)c1 (stereo unspecified)
  -3	0	-8	0.2	-6	-22	1.2	3.0	0.9	-1
19) O=C(NCC1COc2ccccc2O1)c1ccc(Cl)cc1 (stereo unspecified)
  30	-8	-14	0.2	-8	x	-0.7	2.9	0.8	-5
20) CCOc1ccc(CCNC(=O)Nc2ccccc2)cc1OCC
  1	-4	-20	-1.0	-3	7	1.9	3.5	1.0	-3
21) Cc1ccc(S(=O)(=O)NCc2ccc(C(=O)NCCc3ccc(S(N)(=O)=O)cc3)cc2)cc1
  3	-4	-24	-3.5	-7	-16	-1.6	2.1	1.6	4
22) Cc1ccc([C@@H]2CC=C(C(=O)O)[C@H](c3ccc(F)cc3)N2S(=O)(=O)c2ccccc2C)cc1
  -1	7	-17	-2.5	11	7	2.5	6.8	0.9	4
23) Cc1cccc2sc(N(CCCN(C)C)C(=O)CCS(=O)(=O)c3ccccc3)nc12
  -7	31	7	-1.5	-7	-10	1.9	0.7	-0.1	1
24) Cc1nc2ccn(Cc3ccccc3)c(=O)c2cc1C(=O)N1CCN(c2ccc(F)cc2)CC1
  -2	18	4	-2.1	0	2	4.2	1.6	-3.3	1
25) CC(=O)Nc1ccc(S(=O)(=O)Oc2ccc(/C=C3\SC(N)=NC3=O)cc2)cc1
  0	-1	-6	-0.6	-6	9	4.1	2.0	0.2	-6
26) CCC1CCCCN1CCCNC(=O)c1cn(C)c2ccc(S(=O)(=O)N(C)C3CCCCC3)cc2c1=O (stereo unspecified)
  -1	8	10	-1.2	-2	-8	2.3	-1.4	0.9	0
27) CCOc1ccc(N(C(=O)c2ccc3c(c2)OCO3)C2C=CS(=O)(=O)C2)cc1 (stereo unspecified)
  1	-2	-9	-1.9	-11	-14	0.3	1.2	-1.4	2
28) N=c1c(S(=O)(=O)c2ccc(Cl)cc2)cc2c(=O)n3ccccc3nc2n1Cc1ccco1
  0	-62	-13	-1.3	-1	-11	-0.2	0.6	-2.8	5
29) CCn1cc(C(=O)N[C@@H](CCSC)C(=O)NCCO)c(=O)c2cc3c(cc21)OCO3
  4	-2	-11	1.2	7	9	-0.7	1.4	0.5	1
30) Cc1cc(C)c(CN2CCC(n3nccc3NC(=O)CCOc3ccccc3)CC2)cc1C
  -4	11	-8	0.4	-3	-7	1.1	5.2	-1.3	-1
31) CCOC(=O)N1CCN(C(=O)c2ccc(N(Cc3ccc(Cl)cc3)S(C)(=O)=O)cc2)CC1
  1	-2	-5	-0.5	-5	3	-2.4	2.6	-1.5	0
32) Cc1ccc(Sc2ncnc(N)c2[N+](=O)[O-])cc1
  x	9	6	0.3	-10	-11	1.1	0.8	0.8	-1
33) CC(=O)c1cn(CCC(C)C)c(=O)[nH]c1=O
  x	-1	0	0.3	8	3	-0.1	5.1	0.3	-2
34) CCc1nnc(NC(=O)c2sc3nc4cc(C)ccc4cc3c2N)s1
  x	5	-11	2.7	2	-13	2.6	1.0	1.4	-1
35) Cc1cc(Cl)c2oc(C(=O)NCCC3CCCCO3)c(C)c2c1 (stereo unspecified)
  25	11	3	-0.5	11	4	4.5	0.9	3.1	-18
36) CCN(CC(=O)Nc1ccccc1C(F)(F)F)C(=O)c1cc(-c2ccccc2)nn1-c1ccccc1
  1	x	-20	-0.4	5	0	0.6	-0.5	0.3	-4
37) CC(=O)Nc1sc(NC(=O)c2ccco2)nc1-c1cccs1
  6	-2	-11	-0.6	-2	26	0.5	1.3	-0.9	0
38) Cc1ccc(-n2ncc3c2CCCC3NC(=O)CCc2cnccn2)cc1C (stereo unspecified)
  -2	-2	-8	0.9	3	6	3.9	1.6	-1.6	-1
39) CCOC(=O)c1nnn(-c2nonc2N)c1CNc1ccccc1
  -1	-1	-2	-2.7	-1	-24	3.9	2.3	0.2	1
40) CCOC(=O)c1c(C)nc2cc(C)cc(C)n12
  -1	-6	-6	-0.8	10	-8	1.5	4.6	0.2	1
41) CN(Cc1c(C(=O)N/N=C/c2cccc(O)c2)nnn1-c1nonc1N)c1ccccc1
  x	9	8	-2.1	-8	4	1.2	x	0.8	3
42) Cc1cccc(/C(N)=N/OC(=O)CCCN2C(=O)c3ccccc3C2=O)c1
  0	-1	-11	-1.8	4	11	3.1	1.5	2.6	-7
43) CCc1ccc(C(=O)CSc2nnc(C3CC3)n2C2CC2)cc1
  -5	1	-9	-1.1	-13	-11	1.1	4.5	-3.6	-4
44) Cc1ccc(-c2csc(NC(=O)CN3CCOCC3)n2)cc1C
  x	0	2	-1.5	-9	14	1.3	x	-1.4	-2
45) Cn1c(=O)c2[nH]c(CCCCc3nc4ccccc4[nH]3)nc2n(C)c1=O
  3	1	-8	-0.3	6	x	x	1.4	x	0
46) C=CCn1cnc2c(c1=O)c1nc3ccccc3nc1n2/N=C/c1cc(OC)c(OC)c(OC)c1
  x	11	-7	-4.5	-1	-10	4.2	2.4	0.5	-1
47) COCC1CCN(C(=O)C2CCC(=O)N(Cc3cccc(C(F)(F)F)c3)C2)CC1 (stereo unspecified)
  2	13	-2	-1.5	3	14	x	1.0	x	-4
48) Cc1cc(C)c(S(=O)(=O)N2CCOC2CNC(=O)C(=O)NCCN2CCOCC2)c(C)c1 (stereo unspecified)
  0	-1	-1	-1.1	25	-7	-1.0	3.6	3.1	0
49) O=C(CSc1n[nH]c(-c2ccccc2)n1)Nc1ccc(N2CCOCC2)cc1
  4	x	0	-2.0	-1	-16	0.4	2.3	1.3	1
50) O=C(Nc1ccncc1)c1ccccc1-c1ccccc1
  -1	x	-8	-0.9	-1	-10	1.8	5.2	-0.1	1

# Next section; it opens with the 2 that closed the last part.
# Screens in order: Wnt bcat act	Rtt109 Vps75	PvdQ inh	CAL PDZ inh	Tat export inh	PfHsp90 set2	AddAB inh	phage Ecoli inh	E coli growth	DAGLB inhibitor
49) O=C(CSc1n[nH]c(-c2ccccc2)n1)Nc1ccc(N2CCOCC2)cc1
  4	x	0	-2.0	-1	-16	0.4	2.3	1.3	1
50) O=C(Nc1ccncc1)c1ccccc1-c1ccccc1
  -1	x	-8	-0.9	-1	-10	1.8	5.2	-0.1	1
51) O=C(Nn1cnnc1)c1cc(Cl)cc(Cl)c1
  1	12	3	-1.0	-1	8	0.1	2.3	-3.6	1
52) Cc1ccc(/C=N/NC(=O)c2cc(-c3ccc(C)o3)[nH]n2)cc1
  -2	-6	1	-3.3	7	7	4.4	0.9	0.7	4
53) NC(=S)N=Nc1c(O)[nH]c2c(Cl)cc(Cl)cc12
  3	-3	-1	0.3	0	3	x	-0.2	x	9
54) O=C(Nc1ccc(Cl)c(Cl)c1)N(CCCN1CCOCC1)Cc1cccnc1
  -1	21	-10	-1.0	2	5	0.1	2.3	0.4	1
55) O=C(NCCN1CCOCC1)C1CC(=O)N(c2ccc(F)c(Cl)c2)C1 (stereo unspecified)
  -7	8	-18	-1.5	0	-15	-2.0	0.8	-0.1	-1
56) CCn1c(COc2cccc(C)c2)nnc1SCC(=O)Nc1cccc(C(=O)O)c1
  0	-10	2	-0.2	11	-4	3.6	-0.7	-1.1	-4
57) Cc1csc(SCC(=O)Nc2nccs2)n1
  -2	1	-4	-1.8	-7	-11	-2.4	1.5	0.2	2
58) COc1ccc(NC(=O)N2CCCc3cc(C)ccc32)c(OC)c1
  -1	3	-2	-1.1	2	5	0.3	2.5	-2.4	0
59) COc1ccc2c(c1)C(=O)N1[C@H]3c4cc(OC)ccc4OC[C@@H]3[C@H](c3ccccc3)[C@]1(C)C(=O)N2
  -11	7	-23	-1.2	-7	-36	4.8	1.9	1.4	-1
60) COCCn1c(=S)[nH]c2cc(C(=O)N3CCN(c4cccc(Cl)c4)CC3)ccc2c1=O
  0	18	4	-1.6	-2	-1	2.9	1.6	1.6	-2
61) CCOC(=O)C1CCN(CC(O)COc2ccc(C(C)=O)cc2)CC1 (stereo unspecified)
  -3	5	-1	-1.2	4	4	3.1	x	-0.3	0
62) CCCCOC(=O)/C=C/c1c(C)[nH]c(=O)[nH]c1=O
  -3	22	15	-1.3	-7	8	-0.7	0.1	-2.8	-2
63) CCOc1ccc(-n2cc(C(=O)NCc3ccco3)c3cc(OC)c(OC)cc3c2=O)cc1
  x	0	9	-1.4	-8	4	0.4	1.8	-1.8	3
64) CCC1Nc2ncnc(N3CCN(c4ccccn4)CC3)c2N(Cc2ccc(Br)cc2)C1=O (stereo unspecified)
  10	5	8	-0.8	-3	-7	-0.1	1.6	-1.2	3
